High-throughput results: PubChem BioAssay, Sanford-Burnham Center for Chemical Genomics
H9c2 TAG inh: reduces triacylglycerol accumulation in H9c2 cells; Nile Red lipid (TAG) fluorescence; cells loaded with 200 µM oleic acid; inhibition, % at 12.5 µM; hit rate 0.66% among 230,000; AID 651582;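 active = pattern-corrected inhibition of lipid staining of at least 50% with the nuclear-stain viability signal not falling by more than 50%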;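 note: 0% = DMSO wells and 100% = triacsin C control wells; some results filed as inactive read as strong as hits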
H9c2 TAG inh DAPI viability: recorded beside H9c2 TAG inh, whose call it bears; DAPI nuclei signal change (viability), lower = more cytotoxic, %;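 whole-well DAPI fluorescence read on a plate reader as a viability signal; minus 50 percent equals half of cells still viable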
Starred values were filed as active, the others as inactive.

SMILES | H9c2 TAG inh | H9c2 TAG inh DAPI viability
O=C(C1=C[C@H](c2ccc(C(F)(F)F)cc2)C[C@H](OCc2ccc(CO)cc2)O1)N1CCN(Cc2ccc3c(c2)OCO3)CC1 | -10.2 | 3.6
O=C(OCc1ccccc1)/C(=C(\O)c1ccccc1Br)c1ccc(-c2ccccc2)cn1 | -2.4 | 3.3
O=C(COC(=O)c1ccc([N+](=O)[O-])cc1)Nc1cccnc1Cl | 2.9 | 7.9
O=C(O)c1cc(N/C(=N\S(=O)(=O)c2ccc(F)cc2)c2ccccc2)ccc1O | -29.2 | -11.3
CCC(Sc1nc2cc3c(cc2c(=O)n1Cc1ccco1)OCO3)C(=O)NCCOC (stereo not drawn) | 9.9 | -11.9
COc1ccc(S(=O)(=O)N2CCN=C2SCc2cccc(F)c2)cc1 | -11.4 | -3.3
Cc1c(C(=O)NCCN2CCOCC2)oc2ccccc12 | -6.7 | 1.8
C[C@H]1CN([C@@H](C)CO)C(=O)CCCn2nncc2CO[C@H]1CN(C)C(=O)c1ccncc1 | -0.6 | 3.8
O=C(NC1CCCCC1)NS(=O)(=O)c1ccc2c(c1)CCC2 | 16.9 | -12.1
Cc1ccsc1C(=O)NNC(=O)CCN1CCN(c2ccccc2)CC1 | 16.2 | -8.6
CC1CCCN(c2nc3nonc3nc2Nc2ccccc2F)C1 (stereo not drawn) | -10.0 | 0.1
COc1ccc(CN2CCN(S(=O)(=O)c3ccc(C)cc3)CC2)cc1OC | 3.7 | -3.0
Cc1ccccc1CN(C)c1ccc(S(=O)(=O)N2CCN(C)CC2)cn1 | 12.0 | -1.1
CC1CCC(NC(=O)c2ccc(NC(=O)CC3SC(N4CCCC4)=NC3=O)cc2)CC1 (stereo not drawn) | 14.9 | -4.8
O=S(=O)(NC1c2cccc3cccc(c23)C1N1CCNCC1)c1ccccc1 (stereo not drawn) | 35.0 | -14.9
CCOC(=O)Oc1ccc2c(c1)C(C)=CC(C)(C)N2C(=O)OCC | -13.6 | -2.9
CCNC(=O)C1(C)CCN(Cc2cccc(Oc3ccccc3)c2)C1 (stereo not drawn) | -25.0 | 14.4
COC(=O)c1cc(OC)nc2ccc(Br)cc12 | -3.8 | -3.7
COc1ccccc1N1CCN(C(=O)CCC(=O)N2CCN(c3ccccc3OC)CC2)CC1 | 6.8 | -5.8
O=C(COC(=O)Cn1cnc2ccccc21)Nc1ccccc1C(F)(F)F | -5.7 | 3.5
COc1cc(/C=N/NC(=O)CCN2CCN(C)CC2)cc2c1OCO2 | 2.9 | 2.9
N#Cc1cc([N+](=O)[O-])ccc1N1CCN(c2ccccc2O)CC1 | -10.7 | 13.6
c1cncc(-c2nc(N3CCOCC3)c3c4c(sc3n2)CCC4)c1 | -5.0 | 46.8
CC(=O)C1=C(C)NC2=C(C(=O)CC(C)(C)C2)C1C (stereo not drawn) | -0.6 | 3.5
N#Cc1ccc[n+](CC(=O)c2ccc(NC(=O)c3ccccc3)cc2)c1 | 9.1 | -2.4
CCc1cccc(NS(=O)(=O)c2c(C)nc3sc(CC)nn3c2=O)c1 | 0.8 | 5.3
CCOC(=O)C1CCN(c2nc(N)c3c(N)nc(SCC(=O)O)cc3c2C#N)CC1 | 1.0 | 3.6
CC(C)Oc1ccc(C(=O)Nc2ccc(NC(=O)c3ccco3)c(Cl)c2)cc1 | 16.8 | 4.1
CC(=O)Nc1ccc(NC(=O)CSC2=NCCS2)cc1 | 11.1 | -2.6
O=C(NCCN1CCN(c2cccc(Cl)c2)CC1)c1cccn2c(=O)c3ccccc3nc12 | 11.1 | -0.6
COc1cccc(C2C=C(c3ccc(OC)cc3OC)Nc3nnnn32)c1 (stereo not drawn) | -17.2 | 18.7
CCOC(=O)N(C)c1c(CC)nc2c(OCc3ccccc3OC)cccn12 | -8.8 | 12.4
O=C(O)C(CCc1ccccc1)N1C(=O)c2ccccc2C1=O (stereo not drawn) | -23.2 | -2.4
Cc1cc(=O)[nH]c(-c2cccs2)n1 | 3.8 | 0.2
O=S(=O)(NCCc1ccccn1)c1ccc(OC(F)(F)F)cc1 | -7.6 | -6.0
COc1ccc(CNC(=O)CSCc2c(F)cccc2Cl)cc1 | -7.5 | 6.2

In a second layout: results already given.
Structure: CCOC(=O)N(C)c1c(CC)nc2c(OCc3ccccc3OC)cccn12
  H9c2 TAG inh: -8.8; H9c2 TAG inh DAPI viability: 12.4

Structure: O=C(O)C(CCc1ccccc1)N1C(=O)c2ccccc2C1=O (stereo not drawn)
  H9c2 TAG inh: -23.2; H9c2 TAG inh DAPI viability: -2.4

Structure: Cc1cc(=O)[nH]c(-c2cccs2)n1
  H9c2 TAG inh: 3.8; H9c2 TAG inh DAPI viability: 0.2

Going on with the list.
SMILES | H9c2 TAG inh | H9c2 TAG inh DAPI viability
CCOc1cc(C2NN=C(c3ccccc3)S2)ccc1OCc1ccccc1Cl (stereo not drawn) | 9.1 | 29.2
Oc1ccc(/C=N/Nc2nn3cnnc3c3ccccc23)cc1 | 11.9 | -7.8
OCC[C@H]1C[C@H](O)[C@@H](O)[C@]2(CCc3ccccc3CO2)O1 | 4.5 | 5.3
Nc1c(Cl)ncnc1NCc1ccccc1 | -18.3 | -6.2
N#Cc1cccc(CN2CCC(=O)N(CCO)CC2)c1 | 9.9 | -4.0
Cc1ccc(C(=O)N/C(=C\c2ccccc2)C(=O)NCCCn2ccnc2)cc1 | 6.0 | -4.7
Fc1ccc(NC(=S)N2CCCN(c3ccc(C(F)(F)F)cn3)CC2)c(F)c1 | -12.4 | 1.6
COc1cc([N+](=O)[O-])cc(/C=N\NC(=O)C2COc3ccccc3O2)c1O (stereo not drawn) | -4.8 | -3.4
CC(C)CCNC(=O)c1ccccc1SCC(=O)NC1CCCCCCC1 | 20.7 | -5.8
Cc1cccc(C)c1NC(=O)c1cnccn1 | 10.3 | 6.7
COc1cccc(NC(=O)NCCCCc2ccccc2)c1 | -18.5 | 0.3
Cc1noc(C)c1COc1cccc(C(=O)OCC(=O)NCCN2C(=O)CSC2=O)c1 | 5.4 | -3.4
CC(C)C[C@H](NC(=O)c1nc[nH]c1C(=O)NCc1ccc(CNC(=O)OC(C)(C)C)cc1)C(=O)OCc1ccccc1 | 39.7 | -5.6
CC(=O)C1C(c2ccccc2)c2c(noc2C)CC1(C)O (stereo not drawn) | -5.8 | 5.8
CCOC(=O)C1(Cc2cccc(OC)c2)CCCN(S(=O)(=O)c2cccnc2)C1 (stereo not drawn) | 18.9 | 3.4
CC(=O)c1ccc(OCC(O)CN2C(C)CCCC2C)cc1 (stereo not drawn) | 6.7 | 1.3
COc1ccc(CCNC(=O)COC(=O)c2sc(C)nc2C)cc1 | 1.4 | -2.6
COc1c(S(=O)(=O)n2nc(C)cc2C)ccc(Cl)c1Cl | -16.5 | -8.1
CC(=O)c1c(C)[nH]c(C(=O)N2CCN(C(=O)c3ccco3)CC2)c1C | 10.4 | 0.2
COc1ccc(NC(=O)c2ccc(Cl)c(S(=O)(=O)NCC3CCCO3)c2)c(OC)c1 (stereo not drawn) | -14.1 | -3.3
CCc1cccc(CC)c1N(COC)C(=O)Cn1c(CO)nc2ccccc21 | -2.1 | 5.7
CNC(=O)Cc1csc2ccc(C)cc12 | 1.3 | -5.7
Cc1ccnn1CC(=O)N/N=C/c1c[nH]c2ccccc12 | -14.7 | 9.2
Cc1cccc(NC(=O)c2nc[nH]c2C(=O)Nc2cc(Br)ccc2F)c1 | 12.6 | 6.9
CCOc1ccc(S(=O)(=O)NCCC(=O)NCC2CCCO2)cc1 (stereo not drawn) | 12.6 | 2.4
Cc1cc(=S)[nH]c2c(C)cccc12 | 1.2 | 2.0
CCN1CCN(CCCNC(=O)c2cc3sccc3n2CC)CC1 | 5.2 | 3.1
CCOC(=O)Cc1nc(-c2ccccc2)n[nH]1 | 6.2 | -2.3
CNC(=O)CC1C(=O)N(c2ccc(Cl)cc2)C(=S)N1CCc1ccc(OC)c(OC)c1 (stereo not drawn) | 0.1 | 6.5
Cc1ccccc1-c1cc(-c2ccccc2O)n[nH]1 | -30.4 | 4.2
Cc1sc(NC(=O)C2CSC3(C)CCC(=O)N23)nc1-c1ccccc1 (stereo not drawn) | 24.6 | -2.9
Cc1c(F)cccc1NC(=O)CCC(=O)O | -8.0 | 3.1
Cc1cc(C)nc(N(C#N)Cc2cccc([N+](=O)[O-])c2)n1 | 3.1 | 4.2
CC1(C(=O)Nc2ccc(F)cc2F)CCN1C(=O)Cc1ccccc1 (stereo not drawn) | 20.5 | -27.6
O=C(NC12CC3CC(CC(C3)C1)C2)c1ccco1 | -15.6 | 8.8
CCOC(=O)C1CN(S(=O)(=O)c2ccc(OC)cc2)c2cc(CC(=O)OC)ccc2O1 (stereo not drawn) | 8.1 | 0.9
O=C(NCc1ccccc1)/C(=C/c1ccco1)NC(=O)c1ccco1 | 2.6 | -1.8
O=C1CC(c2ccc(Cl)cc2)n2nc(N3C(=O)c4ccccc4C3=O)nc2N1 (stereo not drawn) | -5.9 | -9.1
COc1cccc(NC(=O)Nc2nnc([C@@H]3C[C@H](O)[C@@H](CO)O3)s2)c1 | 1.8 | -8.1
O=C(c1ccccc1S(=O)(=O)NCc1ccccc1)N1CCCC1 | -1.2 | 6.4
O=C(NCCO)c1cc([N+](=O)[O-])cc2c1C=Cc1ccccc1O2 | -5.4 | 5.0
CCCCNc1ccc2c(c1)C1CC2CCN1C(=O)OCc1ccccc1 (stereo not drawn) | -5.5 | -6.2
Cc1c(C(=O)N2CCN(c3ccc([N+](=O)[O-])cc3)CC2)oc2ccccc12 | -4.3 | -1.3
O=C(CCCCl)NC(=S)Nc1ccc(N2CCOCC2)cc1 | -1.3 | -4.9
CCCc1cc(=O)[nH]c(SCC(=O)N(C)CC(=O)Nc2ccccc2CC)n1 | -2.0 | 1.2
COC(=O)/C=C(\C)NC(=O)c1ccc(F)cc1 | -15.0 | 9.3
CC1(C)Oc2ccc3ccc(=O)oc3c2[C@@H](O)[C@H]1O | -3.4 | 12.3
C=CCSc1nc(C)c(CCCC)c(=O)[nH]1 | -5.2 | -2.9

Exported tab-delimited: 7 of the compounds above
SMILES	H9c2 TAG inh	H9c2 TAG inh DAPI viability
O=C(c1ccccc1S(=O)(=O)NCc1ccccc1)N1CCCC1	-1.2	6.4
CCCCNc1ccc2c(c1)C1CC2CCN1C(=O)OCc1ccccc1 (stereo not drawn)	-5.5	-6.2
CC1(C)Oc2ccc3ccc(=O)oc3c2[C@@H](O)[C@H]1O	-3.4	12.3
O=C(CCCCl)NC(=S)Nc1ccc(N2CCOCC2)cc1	-1.3	-4.9
C=CCSc1nc(C)c(CCCC)c(=O)[nH]1	-5.2	-2.9
O=C(NCc1ccccc1)/C(=C/c1ccco1)NC(=O)c1ccco1	2.6	-1.8
COc1cccc(NC(=O)Nc2nnc([C@@H]3C[C@H](O)[C@@H](CO)O3)s2)c1	1.8	-8.1

Other compounds
SMILES | H9c2 TAG inh | H9c2 TAG inh DAPI viability
O=C1C2CC=C(Cl)CC2C(=O)N1CC1OCCc2ccccc21 (stereo not drawn) | 4.8 | -7.1
COc1cccc(NC(=O)CNC(=O)c2cccs2)c1 | -7.9 | 12.2
O=C(O)C1CCC(Cn2c(SCc3cc(=O)n4cc(Cl)ccc4n3)nc3ccsc3c2=O)CC1 (stereo not drawn) | -8.8 | 6.4
COc1cccc(C(=O)Nc2ccc(C(=O)O)cc2)c1 | -3.1 | -2.3
O=C(Nc1nnc(-c2ccco2)o1)c1ccc(Cl)cc1 | 21.2 | -8.3
Nc1ccc(-n2nc(C(F)(F)F)cc2C(F)(F)F)cc1 | 11.3 | 14.8
CCN(C(=O)c1c([N+](=O)[O-])cnn1C)c1ccccc1 | 7.0 | 1.4
COCc1nnc(NC(=O)c2ccccc2[N+](=O)[O-])s1 | 5.0 | 3.7
COc1cc(NC(=O)Cc2cccs2)cc(OC)c1 | -7.5 | -3.8
COC(=O)c1cc(Br)c(=O)n(CCN2CCCC2)c1 | -3.3 | -2.2
O=C(NN=Cc1ccccc1Cl)c1cccc2ccccc12 | 6.4 | -5.5
O=C(CSc1nc2ccccc2c(=O)n1CCCN1CCOCC1)NCCc1ccccc1 | 0.9 | 0.8
O=C(NCc1ccncc1)/C(=C/c1cccc([N+](=O)[O-])c1)NC(=O)c1ccccc1 | -6.2 | 5.4
Cc1cc(C)n2nc(N)nc2n1 | -2.9 | -6.1
CCc1cc(C(=O)c2ccc(OC)cc2)c(NC(=O)CCC(=O)O)s1 | 13.8 | -0.9
COc1cc(C2C(C#N)=C(N)Oc3cc4c(cc32)OCO4)cc(OC)c1OC (stereo not drawn) | 51.0* | -30.6*
CCCCn1c(SCC(=O)Nc2cc(NC(=O)c3ccco3)ccc2C)nc2ccccc2c1=O | 43.7 | -9.6
O=C(Nc1ccccc1)c1nc[nH]c1C(=O)Nc1ccccc1F | -15.6 | -2.2
O=C(Nc1ccccc1)c1ccccc1OCc1ccc(F)cc1 | -9.6 | -2.9
Cc1cc(C)nc(SCC(=O)NNC(=O)c2ccccc2C)n1 | -6.9 | 7.1
OC(CNCc1ccc2c(c1)OCO2)COc1ccc(F)cc1 (stereo not drawn) | -9.9 | 9.7
CCOc1ccc(C(=O)CCC(=O)Nc2ccc(C)c(S(=O)(=O)N3CCCCC3)c2)cc1 | 5.0 | -2.8
COc1ccc(NC(=O)CSCc2ccc([N+](=O)[O-])cc2)cc1OC | -12.2 | -0.9
O=C(Nc1ccc(F)cc1F)c1csc(-c2ccccc2)n1 | -1.2 | -7.4
Cc1nn(C(C)C)c(C)c1CN1CCCC(CCC(=O)NCc2ccccc2F)C1 (stereo not drawn) | -5.1 | -6.6
COc1ccc(CCCNC(=O)C2(C)Cc3c(-c4cccc(C(N)=O)c4)ccnc3O2)cc1 (stereo not drawn) | -5.5 | -5.0
CC1CC(C)CN(C(=O)CCCNC(=O)c2ccc(Cl)cc2)C1 (stereo not drawn) | 6.4 | -15.3
O=c1oc2cc(O)ccc2c2ccccc12 | 14.4 | -9.0
O=C(Cc1c(F)cccc1Cl)OCC(=O)c1ccc[nH]1 | -28.4 | 3.6

Only part of the results is shown; count on the stated rates, not on these rows.
